CYP2C19 act – cytochrome P450 2C19 (human) activation. P33261. recombinant CYP2C19, luciferin-H EGE luminescence; hits give high values; 0 = fully inhibited enzyme, 1 = untreated enzyme. activation factor at 5 µM. 96,000 tested, under 10 active. AID 1025;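 active = activation factor of at least 2 at 5 µM in the primary screen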;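 note: 0 = wells with 2.5 mM tranylcypromine and 1 = vehicle-only wells; values of inactives mirror those of a sister screen read the other way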
Target sequence (P33261 whole entry, looked up): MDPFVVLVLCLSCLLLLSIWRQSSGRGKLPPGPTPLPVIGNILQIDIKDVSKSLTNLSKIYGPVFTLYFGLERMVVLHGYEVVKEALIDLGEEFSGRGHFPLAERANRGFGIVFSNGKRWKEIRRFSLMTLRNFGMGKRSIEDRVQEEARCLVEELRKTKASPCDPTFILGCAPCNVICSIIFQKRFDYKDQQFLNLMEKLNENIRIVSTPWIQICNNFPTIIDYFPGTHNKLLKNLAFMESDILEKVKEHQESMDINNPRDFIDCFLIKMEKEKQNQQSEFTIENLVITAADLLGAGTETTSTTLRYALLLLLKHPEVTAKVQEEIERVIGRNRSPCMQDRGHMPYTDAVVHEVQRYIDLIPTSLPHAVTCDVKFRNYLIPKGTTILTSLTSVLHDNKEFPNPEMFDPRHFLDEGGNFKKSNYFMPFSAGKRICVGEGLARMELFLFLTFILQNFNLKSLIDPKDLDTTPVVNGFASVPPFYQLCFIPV
PLK1 PBD inh – Plk1 (human) PBD binding inhibition | Plk1 PBD phosphopeptide binding, fluorescence polarization | actives 0.13% (n = 97,000) | inhibition, %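 (tested at about 20 µM)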; in the data active = inhibition above about 34%, passing the limit was not always enough
EphB4 ephrin blk – EphB4-ephrin-B2 interaction antagonism. P54760. EphB4 LBD / TNYL-RAW-Alexa532 peptide, fluorescence polarization. inhibition, % at 7 µM. actives 0.15% (n = 97,000). AID 720;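 active = inhibition above the screen-wide mean inhibition plus 3 SD, cut at about 15% in these data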;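 note: 0% = DMSO wells and 100% = excess unlabeled TNYL-RAW peptide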
HIV Rev-RRE inh – disrupts HIV-1 Rev binding to RRE RNA. P05866. Rev peptide-RRE RNA binding, FRET. inhibition, % at 8 µM. actives 0.79% (n = 97,000). AID 704;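 active = inhibition above the screen-wide mean plus 3 SD, cut at about 35% in these data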;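 note: 0% = median DMSO wells and 100% = median Neomycin B control wells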
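Test system: Cy5-tagged RRE RNA duplex with fluorescein-tagged Rev peptide | Read-out: % inhibition of FRET ratio versus controls | Probe or stimulus: Labelled Rev peptide | Incubation: 5 min RNA-compound premix plus 15 min binding step, 25 °C | Technique: FRET fluorescence readout | Benchmarks: DMSO low control, neomycin B high control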
PLK1 inh – inhibitors of human PLK1 kinase; inhibition, % at 10 µM; actives 0.53% (n = 97,000); recombinant PLK1 kinase, TR-FRET peptide phosphorylation; P53350; AID 619;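 active = inhibition of 50% or more in the single-concentration screen; inactive = inhibition below 50%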;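 note: 0% = DMSO max control and 100% = H-89 dihydrochloride min control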
CYP2C9 act – CYP2C9 (human) activation; recombinant CYP2C9, luciferin-H conversion, luminescence; hits give high values; factor 1 = untreated enzyme, 0 = blocked; actives 1.4% (n = 96,000); activation factor at 5 µM; P11712;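 active = activation factor of 2 or more for CYP2C9 at a 5 µM dose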;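 note: 0 = sulfaphenazole-blocked wells and 1 = vehicle-only wells; values of inactives mirror those of a sister screen read the other way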
PLAP act – activators of human placental alkaline phosphatase; P05187; purified PLAP enzyme, luminescent substrate read-out; hits give high values; activation fold at 20 µM; actives 1.2% (n = 96,000); AID 696; in the data active = activation fold above about 2
Target sequence (P05187 whole entry, looked up): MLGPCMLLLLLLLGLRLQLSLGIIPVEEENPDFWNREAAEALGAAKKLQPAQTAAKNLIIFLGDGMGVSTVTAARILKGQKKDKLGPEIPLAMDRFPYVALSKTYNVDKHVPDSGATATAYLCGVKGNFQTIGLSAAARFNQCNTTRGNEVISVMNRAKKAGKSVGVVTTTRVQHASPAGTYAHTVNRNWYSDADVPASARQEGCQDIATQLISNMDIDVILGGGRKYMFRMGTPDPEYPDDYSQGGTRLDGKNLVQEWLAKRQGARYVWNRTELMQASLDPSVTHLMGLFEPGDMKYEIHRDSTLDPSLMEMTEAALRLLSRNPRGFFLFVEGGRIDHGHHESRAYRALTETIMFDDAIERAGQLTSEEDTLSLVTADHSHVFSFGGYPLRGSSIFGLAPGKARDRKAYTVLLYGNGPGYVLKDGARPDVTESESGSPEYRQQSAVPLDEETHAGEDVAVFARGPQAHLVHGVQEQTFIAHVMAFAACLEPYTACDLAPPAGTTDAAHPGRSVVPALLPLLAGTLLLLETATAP
CYP2C19 inh – human CYP2C19 inhibition; P33261; CYP2C19 Supersomes, luciferin-H EGE luminescence, 30 min; inhibition, % at 5 µM; actives 21% (n = 96,000); AID 778;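 active = CYP2C19 inhibition above a set limit at 5 µM in the primary screen, cut at about 50% in these data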;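 note: plate controls were negative control wells for no effect and 2.5 mM tranylcypromine positive control for full effect; values of inactives mirror those of a sister screen read the other way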
CYP2C9 inh – inhibitors of human CYP2C9; actives 20% (n = 96,000); CYP2C9 Supersomes, luciferin-H conversion, luminescence; AID 777; inhibition, % at 5 µM; P11712;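 active = blocking of liver enzyme CYP2C9 beyond about 50% at 5 µM, limit read from the data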; note: values of inactives mirror those of a sister screen read the other way
Starred values were filed as active, the others as inactive; x = no result given; [ ] = dose if it differs, or a comment.

SMILES	CYP2C19 act	PLK1 PBD inh	EphB4 ephrin blk	HIV Rev-RRE inh	PLK1 inh	CYP2C9 act	PLAP act	CYP2C19 inh	CYP2C9 inh
O=C(O)C1CC(=O)N(Cc2ccc(F)cc2)C1 (stereo unspecified)	1	x	x	x	x	1.2	1.2	-4	-20
Cc1[nH]c2ccc(-c3nnc(SCC(=O)c4ccc(F)cc4)o3)cc2c1C	0.8	6	8	-6	-10	0.7	1	23	29
CCN(CC)S(=O)(=O)c1cc(C(=O)Nc2ccncc2)ccc1Cl	0	3	-5	2	-6	0	1	100*	100*
CCOC(=O)c1oc2ccccc2c1NC(=O)c1ccc(S(=O)(=O)N(C)C)cc1	0.9	7	-3	5	-7	0.5	1	13	48
CCOC(=O)C1CCCN(c2c(Nc3ccc(OCC)cc3)c(=O)c2=O)C1 (stereo unspecified)	0.8	-14	-3	4	-15	0.8	1.1	21	23
COC(=O)c1cccc(C(=O)Nc2ccc(C)cc2)n1	0.8	-17	-5	2	-8	0.9	0.9	24	13
COc1cccc(-c2nc(-c3ccc(NC(=O)c4cccnc4)cc3)no2)c1	1	27	-3	4	-8	0.9	1	-1	9
Cc1ccc(NC(=O)CSc2nnc(-c3cnccn3)n2Cc2ccco2)cc1C	0.9	20	-6	0	-3	0.8	0.9	6	23
O=C(Nc1ccc(Cl)c(Cl)c1)C1CC(=O)N(c2ccc(Br)cc2)C1 (stereo unspecified)	x	1	8	18	-16	x	x	x	x
COCCn1c(N)c(S(=O)(=O)c2cccs2)c2nc3ccccc3nc21	0.6	6	-4	6	-8	0.7	1	37	27
CCOc1ccc2nc(NCCNS(=O)(=O)c3ccccc3)c(C#N)cc2c1	0.8	32	-10	4	-6	0.8	1	25	22
Cc1ccc(NC(=O)C2(N(C(=O)Cn3nnnc3N)c3ccc(C)cc3)CCCCC2)cc1	1.1	x	x	x	x	1.1	1.3	-13	-12

Structures listed above printed as active in CYP2C9 inh.
SMILES	CYP2C19 act	PLK1 PBD inh	EphB4 ephrin blk	HIV Rev-RRE inh	PLK1 inh	CYP2C9 act	PLAP act	CYP2C19 inh	CYP2C9 inh
CCN(CC)S(=O)(=O)c1cc(C(=O)Nc2ccncc2)ccc1Cl	0	3	-5	2	-6	0	1	100*	100*

(listing goes on)
SMILES	CYP2C19 act	PLK1 PBD inh	EphB4 ephrin blk	HIV Rev-RRE inh	PLK1 inh	CYP2C9 act	PLAP act	CYP2C19 inh	CYP2C9 inh
CCOC(=O)c1sc2nc(CC(=O)OC)nc(NCc3ccc(F)cc3)c2c1C	0.8	10	-8	3	-5	0.8	0.9	18	18
COc1cccc(-n2cnnn2)c1	1.1	-4	1	9	-16	1.1	0.9	-8	-11
CCOC(=O)Cn1c(=O)c(-c2ccccc2NC)nc2ccccc21	0.9	1	-6	1	-20	1.2	0.9	10	-16
CCCOc1ccc(OCCNC2CCCC2)cc1	1.1	23	0	1	-11	1.1	0.9	-13	-8
CCSc1ncc(Cl)c(C(=O)Nc2ccc(S(=O)(=O)Nc3onc(C)c3C)cc2)n1	1	-2	4	5	-5	0.4	0.8	-4	58*
CC(C)Cn1c(=O)c(C(=O)Nc2ccccc2S(N)(=O)=O)c(O)c2ccccc21	0.9	x	x	x	x	0.8	1.4	7	21
COc1ccccc1NC(=O)CNC(=O)c1ccccc1C	0.8	-11	2	12	1	1.3	1.3	24	-35
CC(=O)NCCOC(=O)Nc1sc(=S)n(C)c1C	x	-6	-4	1	-7	x	x	x	x
CC(C)(C)NC(=O)CN(C(=O)C1(C)CC(=O)N=C2C=CC=CN21)C1CCCC1 (stereo unspecified)	1	-11	3	7	-5	0.9	0.8	-1	7
CC1(C)CC(=O)C(Sc2nnc(-c3ccc(O)cc3)n2CC2CCCO2)C(=O)C1 (stereo unspecified)	0.9	17	1	3	-7	1	0.9	6	1
CNc1nc(OC)nc(N2CCOCC2)n1	1	14	-5	6	-10	0.9	0.9	-5	15
COc1ccc(N=C2S/C(=C\c3ccc(N4CCOCC4)o3)C(=O)N2CCc2c[nH]c3ccccc23)cc1	0.7	-131	1	131*[fluorescence artefact?]	-15	0.4	1.2	32	64*
Cc1cc(S(=O)(=O)n2cnc3ccccc32)c(C)cc1Cl	x	-6	6	5	0	x	x	x	x
CCc1cc2cc(C)cc(C)c2nc1SCC(=O)N1CCN(C(=O)c2ccco2)CC1	1.1	-1	7	-2	-11	1	1	-11	5
COc1cc(S(=O)(=O)N(Cc2cccs2)C2CC2)ccc1-n1cnnn1	x	0	2	4	-13	x	x	x	x
Cc1ccc(OCCCC(=O)Nc2ccccc2C(F)(F)F)cc1	0.7	0	-4	6	-14	0.5	1	27	47
CCOC(=O)c1cc(-c2ccc(/C=C3/C(=O)NC(=O)C(C#N)=C3C)o2)ccc1Cl	0.8	5	0	27	10	0.3	1.3	19	71*
Cc1ccc2nc3c(c(C(=O)O)c2c1)CCC3	1	-15	2	3	1	1	1	-2	-1
c1ccc2c(Cn3nnc4ccccc43)cccc2c1	0.7	-34	2	3	-12	2.5*	1	26	-147
COCCn1c(-c2ccccc2)nc2oc3ccccc3c(=O)c2c1=O	0.9	-18	0	2	-11	0.6	0.9	5	36
Cc1cccc(-n2ncc3c(N4CCC(C)CC4)ncnc32)c1	0.3	-26	-3	11	-8	0	1.6	71*	96*
C=C(C)CSc1nc2ncccc2[nH]1	0.8	4	1	5	4	1.1	1.3	18	-13
CCOC(=O)c1ccc(NCc2nc3ccccc3[nH]2)cc1	0.9	-38	-1	-3	-18	0.3	1	15	65*
CCCC(=O)Nc1cc(OC)c(NC(=O)NC2CCCCC2)cc1OC	1	-1	2	5	-4	0.9	1.2	-2	6
Cc1ccsc1/C=N/n1cnc2sc(C)c(C)c2c1=O	0.9	-24	-2	2	1	0.6	1	12	35
CC(C)CC(=O)NC(=S)Nc1ccccc1F	0.9	-16	2	4	-2	0.9	1	5	10
O=C1CC(C(=O)Nc2ccc(C(=O)N3CCOCC3)cc2)C2(CCCCC2)O1 (stereo unspecified)	1	-3	-7	0	-17	1.1	1.2	2	-7
OCCN1CCN(C(=S)c2ccc(Cl)c(Cl)c2)CC1	0.7	1	1	2	-4	1.1	1.1	30	-6
CC(C)COc1ccc(C(=O)CCN2CCCCC2)cc1	0.8	6	-2	1	-16	0.9	1.5	15	8
Cc1cccc(C)c1OC(=O)CSc1nnc(-c2ccccc2O)o1	0.2	-5	-2	15	-4	0.3	1.1	75*	67*
CCc1noc(C)c1C(=O)N1CC(C)OC(C)C1 (stereo unspecified)	1	-6	7	10	-11	0.9	1	-4	6
CCCCCn1c(=O)c(F)cn(Cc2ccc(OC)c([N+](=O)[O-])c2)c1=O	0.9	14	-4	11	-18	0.5	1	12	52*
CSc1cccc(NC(=O)CN(C)S(=O)(=O)c2ccccc2)c1	0.1	4	7	1	-10	0.8	0.7	86*	20
Cc1cc(C)c(C)c(S(=O)(=O)NCc2ccc(C(=O)N3CCCCC3)cc2)c1C	x	18	-5	4	-3	x	x	x	x
Nc1cc(N)nc(SCC(=O)Nc2ccc3c(c2)OCCCO3)n1	0.7	-7	7	1	-4	0.6	0.9	26	45
COc1ccc(OC)c(NC(=O)C(CC(C)C)NC(=O)C2CCCCC2)c1 (stereo unspecified)	1	x	x	x	x	1	1.1	4	-4
O=C(NCCN1CCOCC1)c1cc(-c2cccs2)on1	x	2	-4	5	-6	x	x	x	x
Cc1cccnc1NC(=O)c1c(O)c2cccc3c2n(c1=O)CCC3	1.2	x	x	x	x	1.1	0.9	-21	-8
O=C(Nc1ccccn1)C12CC3CC(C1)CC(C(=O)Nc1ccccn1)(C3)C2	0.9	6	-4	3	-6	0.7	1	11	26
CC1CCc2sc(C(=O)NCc3ccc(F)cc3)cc2C1 (stereo unspecified)	0.8	-3	1	12	-9	0.8	0.8	17	18
CCOC(=O)CNC(=O)CSc1nnc(SCC(=O)NCC(=O)OCC)s1	0.8	6	-7	5	-8	0.9	0.9	16	15
COc1cccc(-n2c(SCC(=O)N3CCCC3)nc3c([nH]c4ccccc43)c2=O)c1	x	-21	-2	7	-20	x	x	x	x
CCOc1ccccc1C1CC(c2ccc(F)cc2)Nc2nc(N)nn21 (stereo unspecified)	0.3	2	-5	4	-13	0.8	1.6	65*	24
O=C(Nc1ccc2c(c1)OCO2)c1ccc(Cl)nc1	0.6	-24	0	1	3	0.6	0.9	43	44
CCC(C)(C)n1nnnc1CN1CCC(O)(c2cccc(C(F)(F)F)c2)CC1	x	-30	3	3	-4	x	x	x	x
Cc1cc(/C=N/n2cnnc2)c(C)n1-c1ccc(OCc2ccc(Cl)cc2)cc1	1	-24	-1	1	-4	1	1.1	0	-4
COc1ccc(NC(=O)CSc2nnc(Cc3cccn3C)n2-c2ccc(OC)cc2)cc1	0.6	x	x	x	x	0.4	1.5	40	59*
COc1ccccc1-n1cnc2cc(C(=O)NCC3CCCO3)ccc21 (stereo unspecified)	0.9	-21	-9	-4	0	1.4	1.4	14	-36

Nothing new here: an excerpt of the list.
SMILES	CYP2C19 act	PLK1 PBD inh	EphB4 ephrin blk	HIV Rev-RRE inh	PLK1 inh	CYP2C9 act	PLAP act	CYP2C19 inh	CYP2C9 inh
Cc1cc(C)c(C)c(S(=O)(=O)NCc2ccc(C(=O)N3CCCCC3)cc2)c1C	x	18	-5	4	-3	x	x	x	x
Nc1cc(N)nc(SCC(=O)Nc2ccc3c(c2)OCCCO3)n1	0.7	-7	7	1	-4	0.6	0.9	26	45
COc1ccc(OC)c(NC(=O)C(CC(C)C)NC(=O)C2CCCCC2)c1 (stereo unspecified)	1	x	x	x	x	1	1.1	4	-4
O=C(NCCN1CCOCC1)c1cc(-c2cccs2)on1	x	2	-4	5	-6	x	x	x	x
Cc1cccnc1NC(=O)c1c(O)c2cccc3c2n(c1=O)CCC3	1.2	x	x	x	x	1.1	0.9	-21	-8
O=C(Nc1ccccn1)C12CC3CC(C1)CC(C(=O)Nc1ccccn1)(C3)C2	0.9	6	-4	3	-6	0.7	1	11	26
CC1CCc2sc(C(=O)NCc3ccc(F)cc3)cc2C1 (stereo unspecified)	0.8	-3	1	12	-9	0.8	0.8	17	18
CCOC(=O)CNC(=O)CSc1nnc(SCC(=O)NCC(=O)OCC)s1	0.8	6	-7	5	-8	0.9	0.9	16	15
COc1cccc(-n2c(SCC(=O)N3CCCC3)nc3c([nH]c4ccccc43)c2=O)c1	x	-21	-2	7	-20	x	x	x	x
CCOc1ccccc1C1CC(c2ccc(F)cc2)Nc2nc(N)nn21 (stereo unspecified)	0.3	2	-5	4	-13	0.8	1.6	65*	24
O=C(Nc1ccc2c(c1)OCO2)c1ccc(Cl)nc1	0.6	-24	0	1	3	0.6	0.9	43	44
CCC(C)(C)n1nnnc1CN1CCC(O)(c2cccc(C(F)(F)F)c2)CC1	x	-30	3	3	-4	x	x	x	x
Cc1cc(/C=N/n2cnnc2)c(C)n1-c1ccc(OCc2ccc(Cl)cc2)cc1	1	-24	-1	1	-4	1	1.1	0	-4

Source: PubChem
